# KCNQ1 pot – potentiators or activators of KCNQ1 channel, primary screen, cell-based, thallium flux, high-throughput. B-score at 10 µM. CHO-K1 KCNQ1, thallium flux FluxOR fluorescence; active compounds read high. AID 2648, 2010. Potassium voltage-gated channel subfamily KQT member 1 (Homo sapiens), P51787. 0.35% of 310,000 active;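 active = fluorescence ratio B-score, a plate-corrected score, at least three library SD, with initial intensity B-score within 5 SD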
#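 assay system = KCNQ1-transfected CHO-K1 cells | medium = assay buffer with matched DMSO | probe or stimulus = depolarizing K+/Tl+ stimulus, K2SO4 and Tl2SO4 each 12.5 mM in 5x stock | dosing = single dose | incubation = dye 90 min, compound 20 min, room temperature | detection = kinetic FluxOR fluorescence, 10 s baseline plus 110 s post-stimulus | evaluation = ratio B score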
# hERG rescue – hERG rescue from dofetilide block, primary screen, cell-based, CHO-hERG, FluxOR thallium flux, dofetilide IC70; Voltage-gated inwardly rectifying potassium channel KCNH2 (Homo sapiens), Q12809; dofetilide IC70 present; activation (rescue from dofetilide block), less the hit threshold, % at 10 µM; 0.51% of 310,000 active; AID 1511, 2009;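 active = activation above the mean of controls blocked by dofetilide plus 5 SD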;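 note: thallium influx through hERG after potassium depolarization seen as dye fluorescence rise; in these data hits start at about 4.7%; inactives centre near -7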
# Target sequence (Q12809 whole entry, looked up): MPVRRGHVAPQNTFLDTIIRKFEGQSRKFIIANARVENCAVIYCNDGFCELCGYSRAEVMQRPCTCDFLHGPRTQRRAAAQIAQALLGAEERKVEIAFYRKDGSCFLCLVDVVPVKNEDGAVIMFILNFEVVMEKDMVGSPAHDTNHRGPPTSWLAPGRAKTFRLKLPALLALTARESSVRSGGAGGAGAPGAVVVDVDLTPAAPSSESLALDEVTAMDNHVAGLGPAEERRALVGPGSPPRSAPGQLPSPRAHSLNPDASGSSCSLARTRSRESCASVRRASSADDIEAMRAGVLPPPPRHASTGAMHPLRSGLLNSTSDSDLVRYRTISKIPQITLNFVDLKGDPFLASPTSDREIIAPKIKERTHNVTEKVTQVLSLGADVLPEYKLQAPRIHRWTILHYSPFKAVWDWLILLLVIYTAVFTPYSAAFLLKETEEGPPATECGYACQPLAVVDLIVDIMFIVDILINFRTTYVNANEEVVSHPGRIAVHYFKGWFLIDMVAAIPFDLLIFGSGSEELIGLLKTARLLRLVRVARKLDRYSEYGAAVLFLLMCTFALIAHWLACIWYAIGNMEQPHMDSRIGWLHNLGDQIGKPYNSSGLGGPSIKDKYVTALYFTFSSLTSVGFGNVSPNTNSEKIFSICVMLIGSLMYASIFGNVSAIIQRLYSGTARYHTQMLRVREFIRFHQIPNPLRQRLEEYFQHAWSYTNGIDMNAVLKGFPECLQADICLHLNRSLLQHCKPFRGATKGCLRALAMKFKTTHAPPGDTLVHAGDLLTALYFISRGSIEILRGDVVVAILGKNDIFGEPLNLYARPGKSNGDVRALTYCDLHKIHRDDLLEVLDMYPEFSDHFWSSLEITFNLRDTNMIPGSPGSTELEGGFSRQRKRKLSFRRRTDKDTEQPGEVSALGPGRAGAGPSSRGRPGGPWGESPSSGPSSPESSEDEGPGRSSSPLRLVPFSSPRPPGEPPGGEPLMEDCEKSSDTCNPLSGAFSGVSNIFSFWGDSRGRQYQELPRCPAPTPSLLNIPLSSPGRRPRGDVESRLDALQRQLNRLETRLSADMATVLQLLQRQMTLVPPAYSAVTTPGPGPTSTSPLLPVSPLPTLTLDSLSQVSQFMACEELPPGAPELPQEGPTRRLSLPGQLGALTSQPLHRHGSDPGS
# KCNQ1 inh – inhibitors of human KCNQ1 channel, primary screen, cell-based, thallium flux, high-throughput. Potassium voltage-gated channel subfamily KQT member 1 (Homo sapiens), P51787. 1.3% of 310,000 active. B-score at 10 µM. CHO-K1 KCNQ1, FluxOR thallium flux fluorescence; active compounds read high;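 active = compounds whose thallium flux B-score, printed positive for inhibition, exceeds three library SD while starting fluorescence stays within three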;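 note: channel opened by potassium depolarization with thallium stimulus after 20 min compound exposure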
# KCNK9 block – KCNK9 potassium channel inhibitors, primary screen, HEK293 cells, thallium flux. Potassium channel subfamily K member 9 (Homo sapiens), Q9NPC2. FluxOR thallium flux fluorescence; active compounds read low. B-score at 10 µM. 1.2% of 310,000 active. AID 488922, 2010;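 active = ratio B-score over 3 SD below the library mean, with starting fluorescence within 5 SD of its mean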;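 note: negative B-score means less thallium flux so channel inhibition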
# ANO1 block – TMEM16A chloride channel inhibitors, primary screen, cell-based, HTS; Anoctamin-1 (Mus musculus), Q8BHY3; HEK293 TMEM16A/YFP iodide influx fluorescence, ionomycin; normalized B-score (activity score, 25-100; higher = stronger inhibition) at 10 µM; 1.2% of 310,000 active; AID 588511, 2011;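 active = ratio plate-corrected score three or more library SD toward inhibition, starting fluorescence score within five deviations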;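 note: score derived from kinetic fluorescence span divided by baseline fluorescence per well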
# SKKanGAS inh – S. pyogenes SKKanGAS growth inhibitors in kanamycin, primary screen, streptokinase expression inhibitor project, SKKanGAS strain, BacTiter-Glo luminescence. inhibition, % at 7.5 µM. 1.3% of 300,000 active. 6 h;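 active = mean replicate score, as percent of positive control median, at least 50; inconclusive = mean below 50 but one replicate at or above 50; inactive = mean and every replicate below 50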;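 note: strain carries kanamycin resistance gene driven by streptokinase promoter and grows in 40 µg/ml kanamycin; loss of luminescence reflects streptokinase promoter inhibition or plain growth inhibition; 0% = median of DMSO wells and 100% = positive control at its reference dose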
# TMEM16A act – TMEM16A chloride channel activators or potentiators, primary screen, cell-based, HTS | Anoctamin-1 (Mus musculus), Q8BHY3 | HEK293 TMEM16A/YFP-H148Q/I152L, iodide quench fluorescence; active compounds read low | B-score at 10 µM | 0.3% of 340,000 active;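 active = fluorescence-ratio B-score plate-corrected deviation score at least 3 library SD below zero, with starting fluorescence score within 5 deviations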;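 note: channel opened by trigger with iodide after compound preincubation; score built on the fluorescence ratio of max minus min over baseline; more negative score means more quench and so TMEM16A activation or potentiation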
# RGS4 act – RGS4 potentiators or activators, primary screen, cell-based, HEK293 M3R inducible RGS4, calcium flux | carbachol calcium flux Fluo4; active compounds read low | B-score at 10 µM | 0.92% of 310,000 active | AID 463111, 2010;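 active = B-score of the integrated calcium signal more than 4 SD below the library mean, with starting fluorescence not abnormally high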;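 note: negative B-score means reduced calcium response which marks RGS4 activation or potentiation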
#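 test system = M3R-expressing HEK293 line, RGS4 induced by doxycycline | probe or stimulus = carbachol at ECmax as muscarinic agonist stimulus | timing = dye loading 30 min 37 °C, buffer rest 30 min RT | signal = calcium dye Fluo4 fluorescence | evaluation = B score from integrated fluorescence ratio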
# HDAC3 inhib – HDAC3 deacetylase inhibitors, primary screen, biochemical, fluorescence, cell-free homogeneous. Histone deacetylase 3 (Homo sapiens), O15379. recombinant HDAC3, fluorogenic peptide/trypsin coupled. inhibition, % at 8.3 µM. 0.15% of 320,000 active; in the data active = inhibition above about 26%, passing the limit was not always enough; inconclusive = no clear call, values can overlap the other calls
# KCNK3 inh – human KCNK3 channel inhibitors, primary screen, CHO cells, FluxOR thallium flux, B-score | Potassium channel subfamily K member 3 (Homo sapiens), O14649 | FluxOR fluorescence; active compounds read low | B-score at 10 µM | 0.84% of 340,000 active | AID 602410, 2012;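 active = B-score under library mean minus 4 SD, starting fluorescence ratio at most library mean plus 5 SD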;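 note: more negative B-score means stronger inhibition of thallium flux through KCNK3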
# RGS4 block – RGS4 inhibitors, primary screen, cell-based, HEK293 M3R inducible RGS4, calcium flux | Regulator of G-protein signaling 4 (Homo sapiens), P49798 | Fluo-4 calcium flux; active compounds read high; triggered by carbachol at its EC20 | B-score at 10 µM | 0.45% of 310,000 active | AID 463165, 2010;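 active = B-score, a plate-corrected calcium signal, over three deviations above library mean, with baseline fluorescence within five deviations of library mean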;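 note: RGS4 expression induced by doxycycline in cells with stable M3 receptor; B-score is computed from the integrated fluorescence ratio over baseline after carbachol; higher B-score means a larger calcium signal and so more RGS4 inhibition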
# The depositor's hits bear a star; i = inactive; ? = inconclusive; / = no result given.
SMILES,KCNQ1 pot,hERG rescue,KCNQ1 inh,KCNK9 block,ANO1 block,SKKanGAS inh,TMEM16A act,RGS4 act,HDAC3 inhib,KCNK3 inh,RGS4 block
COc1ccc(OC)c(NC(=O)CCN2CCN(C/C=C/c3ccccc3)CC2)c1,i,-12,i,i,i,-2,i,i,5,i,i
Cc1noc(C)c1CS(=O)(=O)c1ccc([N+](=O)[O-])cc1,i,-4,i,i,i,-5,i,i,-8,i,i
CCOC(=O)C1CCN(C(=O)/C=C/c2ccccc2OC)CC1,i,1,i,i,i,-1,i,i,-5,i,i
CC(C)C(=O)Nc1c(-c2cccs2)c(=O)c2ccccc2n1C,i,-10,i,i,i,-1,i,i,/,i,i
COc1cccc(S(=O)(=O)Nc2noc3ccccc23)c1,i,-6,i,i,i,5,i,i,0,i,i
CCN1CCCC1CN=Cc1c(O)n(-c2ccccc2)c(=O)c2ccccc12 (stereo not given),i,-10,i,i,i,-6,i,i,2,i,i
COc1cc(OC)cc(C(=O)N2CCC(C(=O)NCCc3ccccc3)CC2)c1,i,-2,i,i,i,-2,i,i,-2,i,i
Cc1nonc1NC(=O)CSc1nnc(-c2ccoc2C)n1-c1cccc(Cl)c1,i,-13,7*,i,i,-5,i,i,3,i,i
O=C(CSc1nc2ccccc2n1CCc1ccccc1)NC1CC1,i,-3,i,i,i,10,i,i,11,i,i
Cc1ccc(/C=N/NC(=O)c2csc(C)c2)o1,i,-12,i,i,i,-6,i,i,0,i,i
O=S(=O)(Cc1nnnn1-c1ccccc1)c1ccc(F)cc1,i,0,i,i,i,?,i,i,-15,i,i
Cc1cc(C)n(-c2nc3ccccc3n3nnnc23)n1,i,-2,i,i,i,12,i,i,9,i,i
O=C(NCc1cccc(C(F)(F)F)c1)C1CC(c2ccc(C(F)(F)F)cc2)=NO1 (stereo not given),i,3,i,i,i,10,i,i,5,i,i
COc1cc(/C=C/C(=O)O)cc2c1OCCO2,i,-3,i,i,i,-6,i,i,3,i,i
CCN(CC)c1ccc(S(=O)(=O)N2CCOCC2)cc1NC(=O)CSC(=S)N1CCCC1,i,-9,i,i,i,-6,i,i,-11,i,i
COC(=O)c1c(C(=O)OC)c2ccccn2c1C(=O)c1ccc([N+](=O)[O-])cc1,i,-9,i,i,i,1,i,i,6,i,i
CCN(CC)C(=O)c1c(Cl)nc(C)c([N+](=O)[O-])c1C,i,-5,i,i,i,-9,i,i,/,i,i
O=C(O)c1ccc(NC(=O)c2ccccc2Br)c(NC(=O)c2ccccc2Br)c1,i,0,i,i,i,7,i,i,4,i,i
CCc1cc2c(=O)c(-c3cnn(-c4ccccc4)c3)c(C)oc2c(CN2CCCCC2)c1O,i,-14,i,i,i,14,i,i,-11,i,i
CC(C(=O)NC1CCCCCC1)n1cc([N+](=O)[O-])cn1 (stereo not given),i,-5,i,i,i,2,i,i,-2,i,i
COc1ccc(CN2CCC(N(CCc3ccccc3)Cc3ccccc3)CC2)c(OC)c1,i,-36,i,i,i,5,i,i,6,i,i
O=C(O)C1CSC(CCc2ccccc2)N1 (stereo not given),i,-2,i,i,i,-3,i,i,1,i,i
COc1ccc(CNC(=O)CN2C(=O)COc3ccc(S(=O)(=O)N4CCCC4)cc32)cc1,i,-6,i,i,i,1,i,i,1,i,i
O=C(N/N=C/c1c[nH]c2ccc(Br)cc12)c1ccn(Cc2ccc(Cl)cc2Cl)n1,i,-12,i,-7.2*,i,43,i,i,16,-9.8*,i
COc1ccc(Cc2nc(C(=O)NCc3ccccc3OC)cs2)cc1,i,-9,i,i,i,8,i,i,11,i,i
Cc1cccc(/C(N)=N/OC(=O)Cc2cccc3ccccc23)c1,i,-4,i,i,i,8,i,i,0,i,i
C/C(=N\NC(=O)c1cc(-c2cccc([N+](=O)[O-])c2)n[nH]1)c1ccc(F)cc1,i,-2,i,i,i,-3,i,i,6,i,i
COc1ccc(C(=O)N2CCN(c3cccc(Cl)c3)CC2)c(OC)c1,i,-5,i,i,i,-2,i,i,0,i,i
CC(C)CSc1ncc(-c2cccc(C(F)(F)F)c2)cn1,i,-16,i,i,i,-1,i,i,14,i,i
O=C(NCc1ccccn1)C(=O)NCc1ccccn1,i,-4,i,i,i,0,i,i,-6,i,i
COCCn1nnnc1C(c1ccc(OC)c(OC)c1)N1CCN(c2nc3ccccc3s2)CC1 (stereo not given),i,-9,i,i,i,-1,i,i,3,i,i
O=C(N/N=C/c1cccc(Oc2ccccc2)c1)c1cccc(Br)c1,i,5.6*,i,-11*,i,6,i,i,-2,-11*,i
CCc1ccccc1NC(=O)N1CCc2ccccc21,i,-12,i,i,i,-2,i,i,/,i,i
COC(=O)c1ccc(-n2nnnc2SCC(=O)Nc2ccccc2OC)cc1,i,3,i,i,i,-10,i,i,2,i,i
Cc1nn(-c2ccc(F)cc2)c2nc(N)c(C#N)c(-c3cccs3)c12,i,-13,i,i,i,20,i,i,-19,i,i
OC(c1ccc(F)cc1)(C1CCCCC1)C(CN1CCOCC1)c1ccccc1 (stereo not given),i,-7,8*,i,i,-6,i,i,7,i,i
Cc1cc(Nc2ccccc2)nn1C(=O)c1ccc(Br)cc1,i,-5,i,i,i,50*,i,i,1,i,i
O=C(NCCc1ccc(C(F)(F)F)cc1)C1CCC(=O)N(C2CC2)C1 (stereo not given),i,-3,i,i,i,-2,i,i,-4,i,i
Clc1ccc(-c2nnc(-c3ccco3)nc2N2CCCCC2)cc1,i,-11,i,i,i,-8,i,i,-3,i,i
Cc1cc(C)c(C(=O)CSc2n[nH]c(=O)n2C2CC2)cc1C,i,-4,i,i,i,-4,i,i,5,i,i
Cc1c(/C=N/NC(=O)CNc2ccccc2)c2ccccn2c1C(=O)c1ccccc1,i,-4,i,i,i,25,i,i,/,i,i
CCN1CCN(C(=O)CNC(=O)c2nn(-c3ccc(OC)cc3)c(=O)c3ccccc23)CC1,i,-3,i,i,i,16,i,i,7,i,i
CN(CC1CCCN(CCc2ccc(Cl)cc2)C1)C(=O)c1ccoc1 (stereo not given),i,-15,i,i,i,10,i,i,0,i,i
COc1ccc(-c2noc(CSc3ccccc3)n2)cc1OC,i,-15,i,i,i,-3,i,i,8,i,i
O=C(CSC1CN(C(c2ccccc2)c2ccccc2)C1)N/N=C/c1ccc(Cl)cc1Cl,i,-7,i,i,i,15,i,i,/,i,i
O=C(O)CCc1ccc(S(=O)(=O)Nc2ccc(OCc3ccccc3)cc2)cc1,i,-13,i,i,i,11,i,i,4,i,i
CC1CC(C)CN(Cc2nc3c(c(=O)n(C)c(=O)n3C)n2CCN2CCOCC2)C1 (stereo not given),i,-7,i,i,100*,-27,i,i,-2,i,i
Cc1cc(C)c2c(c1)c(C)cc1nnc(SCC(=O)NCc3ccco3)n12,i,-12,i,i,i,2,i,i,-2,i,i

# Structures listed above that bear a hit mark in KCNK3 inh:
mol	KCNQ1 pot	KCNQ1 inh	KCNK9 block	TMEM16A act	HDAC3 inhib	KCNK3 inh	RGS4 block
O=C(N/N=C/c1c[nH]c2ccc(Br)cc12)c1ccn(Cc2ccc(Cl)cc2Cl)n1	i	i	-7.2*	i	16	-9.8*	i
O=C(N/N=C/c1cccc(Oc2ccccc2)c1)c1cccc(Br)c1	i	i	-11*	i	-2	-11*	i

# Three entries already listed, arranged by molar mass, low to high:
SMILES,KCNQ1 pot,hERG rescue,KCNQ1 inh,KCNK9 block,ANO1 block,SKKanGAS inh,TMEM16A act,RGS4 act,HDAC3 inhib,KCNK3 inh,RGS4 block
Clc1ccc(-c2nnc(-c3ccco3)nc2N2CCCCC2)cc1,i,-11,i,i,i,-8,i,i,-3,i,i
Cc1c(/C=N/NC(=O)CNc2ccccc2)c2ccccn2c1C(=O)c1ccccc1,i,-4,i,i,i,25,i,i,/,i,i
O=C(O)CCc1ccc(S(=O)(=O)Nc2ccc(OCc3ccccc3)cc2)cc1,i,-13,i,i,i,11,i,i,4,i,i

# (next part)
SMILES,KCNQ1 pot,hERG rescue,KCNQ1 inh,KCNK9 block,ANO1 block,SKKanGAS inh,TMEM16A act,RGS4 act,HDAC3 inhib,KCNK3 inh,RGS4 block
Cc1cccn2c(=O)nc(SCC(=O)NC3CCCC3)nc12,i,-8,i,i,i,-2,i,i,-5,i,i
CCOC(=O)CNC(=O)CSc1nnc(-c2ccco2)n1Cc1ccco1,i,-1,i,i,i,-8,i,i,2,i,i
Cc1ccc(S(=O)(=O)NCC2(c3ccccc3)CCOCC2)cc1,i,-8,i,i,i,-2,i,i,1,i,i
CCCCSC1=C(C#N)C(c2ccccc2C)C(C(=O)OCC)C(=O)N1 (stereo not given),i,-2,i,i,i,-12,i,i,0,i,i
N#CCCN(NC1=NS(=O)(=O)c2ccccc21)C(=O)c1ccccc1Br,i,-3,i,i,i,-4,i,i,2,i,i
CCn1c(/C=C/c2c[nH]c3ccccc23)nc2ccccc2c1=O,i,-13,i,i,i,-5,i,i,/,i,i
O=C1CC(SC(=Nc2ccccc2)Nc2ccccc2)C(=O)N1c1cccc2ccccc12 (stereo not given),i,1,i,i,i,3,i,i,8,i,i
COc1ccc(C(=O)C2CCCN(Cc3ccc4nonc4c3)C2)c(C)c1 (stereo not given),i,-11,i,i,i,4,i,i,1,i,i
Cn1c(CNc2cccc(Cl)c2)nnc1SCC#N,i,-6,i,i,i,3,i,i,-9,i,i
COc1ccc(NC(=O)/C(C#N)=C/c2ccc3c(c2)n(C)c(=O)n3C)cc1,i,-6,i,i,i,-5,i,i,-2,i,i
Cc1ccccc1C(=O)NCC(c1ccco1)N1CCc2ccccc21 (stereo not given),i,-11,i,i,i,6,i,i,-7,i,i

# Screening data deposited in PubChem BioAssay by several laboratories.
